# OX1R antagonist: human HCRTR1 antagonism. actives 0.43% (n = 330,000). CHO/OX1R cells, Fluo-8 calcium fluorescence, orexin A. AID 434989. O43613. inhibition, % at 5 µM;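 active = inhibition above its plate's threshold, mean inhibition of all tested compounds on the plate plus 3 SD, cut at about 37% in these data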;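 note: 0% = orexin A challenge wells and 100% = SB-334867-A antagonist wells; not every result past the cut was called active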
# Target sequence (O43613 whole entry, looked up): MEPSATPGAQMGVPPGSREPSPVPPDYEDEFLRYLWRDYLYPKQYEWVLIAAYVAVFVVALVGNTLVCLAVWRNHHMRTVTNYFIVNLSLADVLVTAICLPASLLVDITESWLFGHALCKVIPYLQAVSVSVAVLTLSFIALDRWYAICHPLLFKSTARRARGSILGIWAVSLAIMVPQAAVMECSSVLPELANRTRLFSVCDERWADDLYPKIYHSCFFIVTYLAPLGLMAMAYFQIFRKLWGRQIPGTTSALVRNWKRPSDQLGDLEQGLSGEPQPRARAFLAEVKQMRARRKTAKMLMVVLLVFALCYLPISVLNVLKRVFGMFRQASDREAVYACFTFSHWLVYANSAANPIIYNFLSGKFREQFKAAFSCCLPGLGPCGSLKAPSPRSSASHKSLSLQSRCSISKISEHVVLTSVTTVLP
# CHT allo act: human CHT allosteric activation. B-score at 10 µM. AID 488977. Q9GZV3. actives 0.49% (n = 310,000). CHT-expressing cells, membrane potential dye, choline EC20; hits give high values; LV-AA mutant CHT in HEK293 cells;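 active = initial fluorescence not abnormally high and integrated response B-score, plate-corrected, over 3 SD above library mean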
# Target sequence (Q9GZV3 whole entry, looked up): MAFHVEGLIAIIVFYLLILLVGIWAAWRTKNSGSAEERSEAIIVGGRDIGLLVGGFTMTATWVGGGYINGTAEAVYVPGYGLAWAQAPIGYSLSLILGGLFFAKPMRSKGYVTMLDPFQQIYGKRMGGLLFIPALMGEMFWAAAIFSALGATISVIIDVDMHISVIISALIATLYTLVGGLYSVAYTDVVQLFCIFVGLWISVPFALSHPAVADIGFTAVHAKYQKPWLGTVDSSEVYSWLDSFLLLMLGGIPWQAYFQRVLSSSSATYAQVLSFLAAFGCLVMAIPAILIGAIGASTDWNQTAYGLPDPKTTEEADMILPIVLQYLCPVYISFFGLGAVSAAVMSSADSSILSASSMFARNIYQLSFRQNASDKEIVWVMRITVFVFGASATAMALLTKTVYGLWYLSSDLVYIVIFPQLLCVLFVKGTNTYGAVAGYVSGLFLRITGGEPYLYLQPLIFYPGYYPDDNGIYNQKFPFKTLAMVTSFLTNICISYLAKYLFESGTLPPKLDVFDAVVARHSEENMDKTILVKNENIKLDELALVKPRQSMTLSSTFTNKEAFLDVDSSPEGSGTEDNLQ
# * = called active by the depositor; i = inactive; . = no result given; & = joins results of further samples.
SMILES,OX1R antagonist,CHT allo act
CCOC(=O)c1cc(NC(=O)COC)ccc1O,2.2,i
COc1ccccc1N1C(C)=CC(=C(C#N)c2nc3ccccc3s2)C=C1C,-11.7,i
Cc1cc(C(=O)OCC(=O)N(CC(C)C)c2c(N)n(Cc3ccccc3)c(=O)[nH]c2=O)c2ccccc2n1,-23.9,i
O=C(OCC(=O)N1CCc2ccccc2C1)c1ccc(OC(F)F)cc1,-7.0,.
Cc1cccc(C)c1NC(=O)NC1(C(=O)N2CCN3CCCC3C2)CCCCC1 (stereo not given),-15.5,i
CCOc1ccccc1N1CCN(CC(=O)N(CC(C)C)c2c(N)n(CC(C)C)c(=O)[nH]c2=O)CC1,-16.6,i
COc1ccc(CCNC(=O)C2CCC(=O)N(C3CCCCCC3)C2)cc1 (stereo not given),-28.4,i
CN(Cc1nc2ccc(F)cc2[nH]1)Cc1nc(CC2CC2)no1,-13.7,i
Nc1cccc(C(=O)Nc2ccco2)c1,-17.2,i
COc1cccc(N2CC(NC(=O)c3ccc4ccccc4c3)CC2=O)c1 (stereo not given),-29.8,i
O=C(Cn1nnc(-c2ccccc2)n1)N1CCCCC1,-13.8,i
COC(=O)c1ccc2c(=O)n(CCN3CCOCC3)c(SCC(=O)Nc3cccc(OC)c3)nc2c1,-20.1,i
CC(C)Oc1ccc(C(=O)Nc2ccccc2N2CCOCC2)cc1,-25.3,i
COc1ccc(-c2nnc(SCc3ccccc3F)o2)cc1OC,-31.4,i
N#Cc1c(NC(=O)c2ccccc2)sc2c1CCC2,-43.9,i
Oc1c(CN2CCN(c3ccccn3)CC2)cc(Cl)c2cccnc12,-22.1,i
Cc1ccc(Cn2c(=N)c(C(=O)NCCN3CCOCC3)cc3c(=O)n4ccccc4nc32)cc1,-4.0,i
CCCCCNCc1ccc(OCc2ccc(Cl)nc2)c(OC)c1,-15.0,i
Cc1ccc(NC2CCCN(C(=O)c3cnc4ccccn4c3=O)C2)cc1C (stereo not given),3.4,i
NS(=O)(=O)c1ccc(CCNC(=O)CN2CCN(c3ccccc3O)CC2)cc1,-10.8,i
CC(=O)Nc1ccccc1Nc1nc(NCCO)nc(N2CCCC2)n1,-8.7,i
Cc1cc(C(=O)OCC(=O)Nc2c(Cl)cccc2C(F)(F)F)c(C)o1,-4.9,i
Cc1c(CC(=O)N2CCN(C(=O)C3COc4ccccc4O3)CC2)c(=O)oc2c(O)c(O)ccc12 (stereo not given),-3.7,i
Cc1[nH]c(C)c(S(=O)(=O)N2CCN(c3cccc(C(F)(F)F)c3)CC2)c1C(=O)N1CCCC1,-1.0,i
O=C(CNCCC1=CCCCC1)Nc1ccc(N2CCCCCC2)cc1,-39.6,i
Cc1noc(C)c1C(=O)NCCc1c(C)[nH]c2ccccc12,-9.2,i
O=C(O)c1ccc(CN(Cc2ccccc2)S(=O)(=O)c2ccc(Cl)cc2)cc1,-0.2,i
NC(=O)[C@@H]1CCCN1Cc1nc(-c2cccs2)no1,-13.8,i
COc1ccc(C(CC(=O)Nc2ncccc2C)N2Cc3ccccc3C2=O)cc1 (stereo not given),-21.8,i
COc1cccc(Nc2nnc(SCC(=O)Nc3sccc3C(N)=O)s2)c1,14.7,i
OC(COCc1ccc(Cl)cc1)CN1CCc2ccccc2C1 (stereo not given),-5.1,i
Cc1nc2ccccn2c1C(=O)NCc1cccnc1,2.6,i
CCN(CC)C(=O)CSCc1cnn(-c2ccccc2)c1-n1cccc1,-24.2,i
Cc1cc(NC(=O)CCN2C(=O)/C(=C/c3ccccc3F)SC2=S)no1,-2.4,i
COC(=O)C1=C(C)NC(C)=C(C(=O)OC)C1c1ccc(-c2cccc([N+](=O)[O-])c2)o1,-21.4,i
Cc1ccc(C2Nc3ccccc3NC3=C2C(=O)OC(C)C3)cc1 (stereo not given),-18.1,i
CSc1cccc(NS(=O)(=O)c2ccc3c(c2)NC(=O)C(C)C(=O)N3)c1 (stereo not given),-0.7,i
CC1CCCN(C(=O)CSc2ncccn2)C1 (stereo not given),3.8,i
NC(=S)N/N=C/c1coc2ccc(Cl)cc2c1=O,-7.5,i
Cc1ccc(S(=O)(=O)N(C)C)cc1NC(=O)C(C)OC(=O)c1ccc2ccccc2n1 (stereo not given),-42.7,.
CCOc1ccc(CCNC(=O)C2CCN(C(=O)N(C)C)CC2)cc1OCC,-26.7,i
CCCCN(CC)CCNC(=O)C1c2cc(OC)c(OC)cc2C(=O)N2CCc3ccccc3C12 (stereo not given),-19.3,i
CC(C)(C)NC(=O)NC(=O)COC(=O)COc1ccc2c(c1)CCC2,-16.8,i
O=C(/C=C/c1ccco1)N/C(=C\c1ccco1)C(=O)NCCc1nc2ccccc2[nH]1,-13.2,i
Cc1cc(Cl)ccc1OCC(=O)N1CCN(c2ncccn2)CC1,-21.1,i
O=c1[nH]c2ccccc2nc1/C=C/c1ccc(F)cc1,4.5,i
CC(=O)c1cccc(NC(=O)COC(=O)C2=COCCO2)c1,-3.5,i
Cc1cccc(OCCNc2cc(N3CCOCC3)ccc2[N+](=O)[O-])c1,3.7,i
Cc1ccc(S(=O)(=O)CCC(=O)Nc2nnc(-c3cccs3)o2)cc1,-0.7,i
Cc1ccc(-c2noc(C3CCCN(C(=O)c4c(F)cccc4F)C3)n2)cc1 (stereo not given),-6.2,i
Cc1c(C(O)CN2CCN(Cc3ccc4c(c3)OCO4)CC2)c2ccccc2n1C (stereo not given),-21.7,6.82*
O=C(Cn1c(NCCO)nc2ccccc21)Nc1cccc(S(=O)(=O)N2CCCC2)c1,-17.2,.
CN(C)c1cccc(C(=O)OCCNC(=O)c2cccc(S(=O)(=O)N3CCOCC3)c2)c1,-14.0,i
O=C(NOC(=O)c1ccccc1)c1ccccc1,0.5,i
CCNC(=O)NC(=O)COC(=O)c1cccc(S(=O)(=O)N2CC3(C)CC2CC(C)(C)C3)c1 (stereo not given),-22.1,i
Cc1nnc2sc(-c3cccc(F)c3)nn2c1=O,-7.5,i
CCN1C(=O)[C@H]2[C@H]3CN=C(SCC4CC4)N3[C@@](CC)(C(=O)OC)[C@H]2C1=O,-9.7,.
COc1cccc(NC(=O)CN2CCSc3ccccc32)c1,-3.5,i
O=C(Nc1ccc(F)cc1F)c1cc(-c2ccc3c(c2)OCO3)on1,-12.7,i
Cc1ccc(CN2CCN(Cc3c(C)nn(-c4ccc(F)cc4)c3C)CC2CCO)o1 (stereo not given),-18.1,i

# Shown with two lines to a compound: entries from further up.
# Sequence of screens – OX1R antagonist | CHT allo act
Cc1ccc(-c2noc(C3CCCN(C(=O)c4c(F)cccc4F)C3)n2)cc1 (stereo not given)
 : -6.2 | i
Cc1c(C(O)CN2CCN(Cc3ccc4c(c3)OCO4)CC2)c2ccccc2n1C (stereo not given)
 : -21.7 | 6.82*
O=C(Cn1c(NCCO)nc2ccccc21)Nc1cccc(S(=O)(=O)N2CCCC2)c1
 : -17.2 | .
CN(C)c1cccc(C(=O)OCCNC(=O)c2cccc(S(=O)(=O)N3CCOCC3)c2)c1
 : -14.0 | i

# More entries.
SMILES,OX1R antagonist,CHT allo act
CCOC(=O)C1=C(C)N(CCO)C(=O)NC1c1ccccc1 (stereo not given),-8.6,i
CC(C)(C)NC(=O)CC1C[C@H](C(=O)N2CCOCC2)[C@@]2(CCC3CCCC3)c3[nH]c4ccccc4c3CCN2C1=O (stereo not given in full),-27.2,.
CN(C)C(=O)c1ccc(NC(=O)c2cc(-c3ccco3)nc3ccccc23)cc1,.,i
CCOc1ccc(CCNC(=O)C2CCN(S(=O)(=O)N3CCC(C)CC3)CC2)cc1OCC,-14.8,i
CSc1ccccc1NC(=O)CSc1nnnn1-c1ccccc1SC,-22.8,i
COc1ccc(C2NC(=S)NC(O)(C(F)(F)F)C2C(=O)c2cccs2)cc1 (stereo not given),-1.9,i
CN1CCN(C(=O)C(C(=O)c2ccc(F)cc2)n2ccccc2=O)CC1 (stereo not given),-7.2,i
CCOC(=O)CSc1ccc2nnc(-c3ccccc3)n2n1,-35.4,i
COc1ccc(CNC(=O)COC(=O)c2ccc3ccccc3n2)cc1,-22.6,.
CC1=C(C(=O)OCCCCCl)C(c2cc3c(cc2Br)OCO3)NC(=O)N1 (stereo not given),-38.8,i
COc1ccc(NC(=O)CCN2C(=O)NC3(CCCC3)C2=O)cc1Cl,-3.4,.
C=CCN1C(=NC(=O)COc2ccc(Cl)cc2)SC2CS(=O)(=O)CC21 (stereo not given),-9.9,i
COc1ccccc1CNC(=O)c1cc(C2CC2)nc2c1cnn2C(C)C,-39.5,.
CCOC(=O)N1CCN(S(=O)(=O)N2CCCC(C(=O)NCc3ccc(OC)cc3)C2)CC1 (stereo not given),-25.4,i
O=C(CSc1nnc2n(C3CCCC3)c(=O)c3ccccc3n12)N1CCCCCC1,-38.9,i
O=C1c2ccccc2-c2nc3ccccc3n21,3.5&-8.7,i
Cc1ccccc1NC(=O)c1cc(S(=O)(=O)N2CCOCC2)ccc1F,-0.2,i
Cc1cc2n(n1)SC(Nc1ccc(F)cc1)N2 (stereo not given),-11.5,i
CCN1CCCC(CO)(Cc2ccccc2)C1 (stereo not given),-24.5,i
CC1CCN(c2c(NCc3ccc(C(=O)NCCc4ccc(Cl)cc4)cc3)c(=O)c2=O)CC1,-14.1,i
C/C(=N\NC(=O)OC(C)(C)C)c1ccccc1Br,0.8,i
CC(C)C(OC(=O)/C=C/c1ccc2c(c1)OCO2)C(=O)NC(N)=O (stereo not given),-0.2,i
CCOC(=O)C1CCN(S(=O)(=O)c2ccc(OC)c(C(=O)N3CCCCCC3)c2)CC1,-27.3,i
Cc1nc(-c2cc(-c3ccc(Cl)cc3)no2)cs1,-22.3,i
CCC(C)(C)NC(=O)C(c1cccc(OC)c1OC)N(CCC(C)C)C(=O)CCC(=O)Nc1cc(C)on1 (stereo not given),-42.9,i
COc1ccc(S(N)(=O)=O)cc1C(N)=O,10.0,i
CC(=O)OCC(=O)Nc1ccc(C(C)=O)cc1,-2.3,i
COc1ccccc1-c1c(C)nn2c(N)c(-c3ccc(Cl)cc3)cnc12,0.3,i
Cn1c(=O)[nH]c(=O)c2c1nc(N/N=C/c1ccncc1)n2Cc1ccc(F)cc1,-12.1,i
CCOCCCNC(=O)COC(=O)/C=C/c1ccc(S(=O)(=O)N2CCc3ccccc32)cc1,-2.6,i
Cc1ccccc1NC1=NS(=O)(=O)c2ccccc21,-11.7,i
CCC(C)[C@H](NC(=O)C1CC(=O)N(c2ccc3c(c2)OCO3)C1)C(=O)NC1CCCCC1 (stereo not given in full),-12.2,i
Cc1ccc(-c2cn3cccnc3n2)cc1,-10.9,i
CCOC(=O)C1CCN(C(=O)c2ccc(Br)o2)CC1,-3.1,i
Cc1cc(OC(=O)c2cccc(C(F)(F)F)c2)c([N+](=O)[O-])c(=O)[nH]1,8.3,i
O=C(COc1nncc2ccccc12)NCCC1=CCCCC1,0.6,i
CCOc1ccccc1C(=O)OCC(=O)Nc1ncc(C(F)(F)F)cc1Cl,-27.1,i
Clc1ccc(CSc2nncn2-c2ccc3c(c2)OCCO3)cc1,-2.0,13.1*
O=c1cc2oc3cc(O)c(O)cc3c(-c3ccccc3[N+](=O)[O-])c-2cc1O,-1.1,i
CC(C)(C)c1ccc(S(=O)(=O)N2CCCCC2C(=O)NCc2ccccn2)cc1 (stereo not given),-24.3,i

# Single values from the list:
# Under OX1R antagonist, CSc1ccccc1NC(=O)CSc1nnnn1-c1ccccc1SC has -22.8
# Under OX1R antagonist, CCN1CCCC(CO)(Cc2ccccc2)C1 (stereo not given) has -24.5
# Under OX1R antagonist, NS(=O)(=O)c1ccc(CCNC(=O)CN2CCN(c3ccccc3O)CC2)cc1 has -10.8
# Under OX1R antagonist, C/C(=N\NC(=O)OC(C)(C)C)c1ccccc1Br has 0.8
# Under OX1R antagonist, CC(C)Oc1ccc(C(=O)Nc2ccccc2N2CCOCC2)cc1 has -25.3

# (cont.)
SMILES,OX1R antagonist,CHT allo act
O=C(NC(=S)Nc1ccccc1N1CCOCC1)c1ccc(-c2cccc(Cl)c2)o1,-10.1,i
O=S(=O)(c1ccc(OC(F)(F)F)cc1)N1CCCC(c2ccccc2)C1 (stereo not given),-16.1,i
CCN(CC)CCCNC(=O)c1cc2c(=O)n(C)c3ccccc3c2n1C,-4.6,6.72*
COc1cccc(CN2CC(C(=O)NCCN3CCOC3=O)CCC2=O)c1 (stereo not given),-2.1,i
CCOC(=O)c1c(NC(=O)C2c3ccccc3Oc3ccccc32)sc(C(C)=O)c1C,-14.6,i
CC(C)CCn1c(CN2CC(C)OC(C)C2)nc2c1c(=O)n(C)c(=O)n2C (stereo not given),-3.5,i
O=C(CCN1C(=O)/C(=C/c2ccc(F)cc2)SC1=S)NNC(=O)c1ccncc1,2.0,i
Cc1cc(NC(=O)C2CCCCC2)nc2c1c(=O)oc1ccccc12,-6.6,i
COc1cccc2[nH]c3c(N4CCC(C(N)=O)CC4)ncnc3c12,-3.5,i
Cc1ccc(C)c(CN2C(=O)CSc3ccc(C(=O)NCCN4CCOCC4)cc32)c1,-28.1,i
Cc1cccc(N2C(=O)c3ccc(Br)cc3C2=O)n1,0.4,i
COc1cc([C@H]2Oc3c(OC)cc(CCCO[C@@H]4O[C@H](CO)[C@@H](O)[C@H](O)[C@H]4O)cc3[C@@H]2CO)ccc1O,-4.1,i
COC(=O)[C@@]12CCCCN1[C@H](c1ccc(-c3ccc(Cl)c(Cl)c3)c(OC)c1)[C@H]1C(=O)N(C)C(=O)[C@H]12,-6.0,.
CC(C)OC(=O)CCC(=O)Nc1ccc(F)cc1,-7.9,i
O=C(Cc1ccc([N+](=O)[O-])cc1)Nc1ccc(C(=O)N2CCOCC2)cc1,1.1,i
Cc1ccc(CN2CCSc3ccc(C(=O)NCCCN4CCOCC4)cc32)cc1,-17.4,i
O=C(O)CCc1ccc(-c2cccs2)n1CC1CCCO1 (stereo not given),-22.1,i
CCOc1ccc(N(CC)C(=O)CCS(=O)(=O)c2cccc3nonc23)cc1,-16.6,i

# One compound at a time, as listed above. Order of screens: OX1R antagonist, CHT allo act
# `CC(C)OC(=O)CCC(=O)Nc1ccc(F)cc1` is listed as -7.9, i
# `Cc1cccc(N2C(=O)c3ccc(Br)cc3C2=O)n1` is listed as 0.4, i
# `Cc1cc(NC(=O)C2CCCCC2)nc2c1c(=O)oc1ccccc12` is listed as -6.6, i

# Source: PubChem
